Screens: PubChem, several laboratories
GSK3 alpha inh: blocks human GSK-3 alpha kinase; P49840; ADP-Glo luminescence, 60 min; inhibition, % at 10 µM; actives 0.1% (n = 320,000); AID 2650;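 in the data active = inhibition above about 50%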;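 note: GST-tagged GSK-3 alpha with peptide substrate and 25 µM ATP; 0% = DMSO neutral wells and 100% = GW8510 positive control wells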
Target sequence (P49840 whole entry, looked up): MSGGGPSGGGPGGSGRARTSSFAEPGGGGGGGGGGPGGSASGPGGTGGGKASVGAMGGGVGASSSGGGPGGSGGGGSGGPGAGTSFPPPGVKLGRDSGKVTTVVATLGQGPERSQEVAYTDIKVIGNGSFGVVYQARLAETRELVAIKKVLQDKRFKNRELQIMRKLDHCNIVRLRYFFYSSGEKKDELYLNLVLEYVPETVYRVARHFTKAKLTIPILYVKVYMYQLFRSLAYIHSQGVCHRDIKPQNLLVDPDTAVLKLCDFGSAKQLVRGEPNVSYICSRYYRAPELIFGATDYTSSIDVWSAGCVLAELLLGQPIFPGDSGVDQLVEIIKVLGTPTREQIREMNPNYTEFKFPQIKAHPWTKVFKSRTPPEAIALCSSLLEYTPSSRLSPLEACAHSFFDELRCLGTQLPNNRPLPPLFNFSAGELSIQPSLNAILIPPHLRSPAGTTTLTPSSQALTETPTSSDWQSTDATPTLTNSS
IEC-6 tox: kills IEC-6 intestinal cells in KLF5 counter-screen. IEC-6 cytotoxicity, luminescence viability. inhibition, % at 5 µM. actives 0.78% (n = 290,000); in the data active = inhibition above about 22%;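 note: 0% = plate median of test compound wells and 100% = cytotoxic reference compound wells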
DYRK1A inh: Dyrk1A (rat) kinase inhibition; Q63470; actives 0.43% (n = 310,000); AID 504441; inhibition, % at 12.5 µM; ADP-Glo luminescence, NFATc1 peptide; in the data active = inhibition above about 50%;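 note: plate controls were vehicle with enzyme for no effect and no enzyme for full effect; many of its hits are not listed in these tables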
HSF1 inh: HSF1 inhibition; NIH3T3-HGL HSE-luciferase, MG132-induced, luminescence 8 h; hits give low values; actives 0.77% (n = 300,000); AID 2098; activity change, negative = inhibition, % at 7.5 µM (by protocol);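 active = more than half of replicate wells show activity change below -50%, luminescence cut by over half; inconclusive = some wells, but at most half, below -50%; inactive = no replicate well below -50%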;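 note: luciferase reports HSF-1 transcriptional activity via heat shock element; 0% = median of DMSO wells and -100% = zero luminescence signal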
Platelet DG rel: platelet dense granule release activity | human platelet-rich plasma, SFLLRN dense granule ATP release, luminescence | inhibition, %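 (compounds screened at 7.5 µM in platelet-rich plasma)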 | actives 0.22% (n = 300,000);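 active = mean replicate score, as percent of positive control, at or above 50; inconclusive = mean below 50 but at least one replicate at or above 50; inactive = mean and every replicate below 50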
HSP90 refold inh: blocks HSP90-mediated luciferase refolding in reticulocyte lysate; Rabbit reticulocyte lysate, luciferase refolding luminescence, 3 h; inhibition, % at 5.6 µM; actives 0.91% (n = 290,000);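 active = inhibition above the screen-wide mean plus 3 SD, computed separately per campaign, cut at about 16% in these data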;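 note: 0% = DMSO wells and 100% = 60 µM geldanamycin wells; inhibitors lower the luminescence because luciferase stays unfolded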
aSyn UTR inh: MLPCN primary screen, SNCA 5' untranslated region | alpha-synuclein 5'UTR reporter, inhibitor activity | AID 1813 | actives 0.82% (n = 300,000) | inhibition, % (tested at 7.5 µM); in the data active = inhibition above about 60%; inconclusive = no clear call, values can overlap the other calls;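 note: H4 neuroglioblastoma cells stably carrying SNCA 5'UTR luciferase fusion; 0% = DMSO wells and 100% = positive control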
HSF1 activator: increases HSF-1 driven luciferase reporter signal. NIH3T3-HGL HSF-1 luciferase reporter, MG132, 8 h; 100% = twice DMSO control signal. activation, % at 9 µM. actives 1.7% (n = 300,000);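 active = mean replicate activation of at least 50% with a set share of replicates each reaching 50%; inconclusive = only one of those two conditions met; inactive = mean below 50% and too few replicates reaching it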;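 note: 0% = median of the neutral control wells and 100% = twice that signal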
GSK3B inh: blocks human GSK3beta kinase activity. P49841. actives 0.038% (n = 300,000). activity score (negative = inhibition), % at 10 µM. GST-GSK3beta kinase, ADP-Glo luminescence, 60 min; hits give low values. AID 2097;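 active = more than half of replicate wells score below -50%, meaning over 50% inhibition versus plate controls; inconclusive = some replicates but at most half score below -50%; inactive = no replicate scores below -50%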;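 note: 0% = median DMSO wells and -100% = median GW8510 positive control wells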
Target sequence (P49841 whole entry, looked up): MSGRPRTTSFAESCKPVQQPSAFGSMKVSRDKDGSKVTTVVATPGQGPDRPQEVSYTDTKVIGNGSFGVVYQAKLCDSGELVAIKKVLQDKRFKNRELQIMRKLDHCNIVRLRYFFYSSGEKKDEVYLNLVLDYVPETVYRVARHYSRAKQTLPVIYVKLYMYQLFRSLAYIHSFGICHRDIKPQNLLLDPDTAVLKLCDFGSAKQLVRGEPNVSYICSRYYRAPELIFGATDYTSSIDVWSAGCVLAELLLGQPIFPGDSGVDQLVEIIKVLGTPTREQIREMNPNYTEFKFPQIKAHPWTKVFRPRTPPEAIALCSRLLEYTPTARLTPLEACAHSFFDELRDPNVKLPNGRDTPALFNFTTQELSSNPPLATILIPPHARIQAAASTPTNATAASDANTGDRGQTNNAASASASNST
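test system = GST-tagged human GSK3beta kinase, cell-free | reagent = 25 µM ATP with peptide substrate | dosing = one dose of 10 µM per compound | schedule = 60 min reaction, RT | detection = luminescent ADP-Glo measurement of ADP formed | control set = DMSO neutral wells and GW8510 at 20 µM as positive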
KLF5 inhibitor: inhibitors of KLF5 expression; DLD-1 KLF5 promoter-luciferase reporter, luminescence; inhibition, % at 5 µM; actives 0.23% (n = 290,000);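 active = inhibition above a per-plate limit of that plate's mean compound inhibition plus 3 SD, cut at about 60% in these data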;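 note: 0% = DMSO wells and 100% = LY294002 at 200 µM; higher means less KLF5 promoter-driven luciferase light; inactives centre near -14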
Active calls of the source: *; ? = inconclusive; . = not tested or not shown. A portion of the library; count on the stated rates, not on these rows.

SMILES	GSK3 alpha inh	IEC-6 tox	DYRK1A inh	HSF1 inh	Platelet DG rel	HSP90 refold inh	aSyn UTR inh	HSF1 activator	GSK3B inh	KLF5 inhibitor
Cc1n[nH]c(C)c1CCC(=O)N/N=C/C=C/c1ccccc1	4	-1	-1	-3	-15	1	-8	-14	-3	-12
COc1ccc(CCNC(=O)CSc2ccc(-c3ccccc3)nn2)cc1	-1	-1	.	-6	-20	-4	3	4	0	-4
COc1ccc(NC(=O)Nc2ccc(C(=O)N3CCOCC3)cc2)cc1OC	-1	2	2	0	6	-4	-21	1	3	11
COc1ccc(Cl)cc1N1C(=O)C2CCCN2C1c1ccc(F)c(F)c1 (stereo not drawn)	.	3	9	0	0	0	-18	2	-2	10
CNC(=O)c1nnc(Cc2ccc(F)cc2)o1	-3	.	2	-5	-22	.	16	-1	-1	.
Cc1ccc(C(=O)OC(C)CN2CCN(C)CC2)cc1 (stereo not drawn)	-1	9	-7	4	5	-2	-25	4	4	-2
COc1ccc(NC(=O)CSc2nnc(-c3ccco3)n2C)cc1	-1	0	6	3	1	3	-3	4	-3	-15
CCCc1n(CC(O)COC2CCCCC2)c2ccccc2[n+]1C (stereo not drawn)	-2	-3	0	-1	-5	-2	11	-13	0	-13
c1coc(CN(Cc2ccco2)c2ncnc3c2oc2ccccc23)c1	-1	0	-3	9	-5	-2	21	15	-2	0
CCCN(CCC)CCCNC(=O)c1cc2c(=O)n(C)c3ccccc3c2n1C	0	12	32	6	2	-1	4	6	3	-8
O=C(CCC(=O)OCC(F)(F)C(F)F)NCc1ccccc1	0	-3	4	0	4	-2	17	0	3	-23
O=C(c1cccc(Br)c1)c1conc1C(=O)c1ccco1	-3	10	0	-3	-4	5	31	2	-6	5
CCN(CC)CCCN1C(=O)C(O)=C(C(=O)c2cc3cccc(OC)c3o2)C1c1ccncc1 (stereo not drawn)	-3	2	-1	-5	26	1	-5	26	3	-24
COc1ccc(/C=N/N=C(\N)c2nonc2N)cc1OC	2	4	7	21	4	-2	-93	14	-2	-136
N#CCCn1cc(/C=C/C(=O)O)c(-c2ccc(F)cc2)n1	1	-4	-2	0	-7	-2	-35	-5	1	-31
COc1ccc(C(C)=O)cc1CN1C(=O)NC2(CCCCC2C)C1=O (stereo not drawn)	2	-4	6	6	-15	-1	-11	5	2	5
CCOC(=O)N1CCN(c2nc(-c3ccc(Cl)cc3)cs2)CC1	0	-2	0	4	4	-1	-23	2	2	-15
O=C(/C=C/c1ccccc1)NC1CC2CCCC(C1)N2Cc1ccccc1 (stereo not drawn)	-1	4	.	-4	29	3	-12	-9	-1	4
O=C(NC(=S)Nc1cccc(CO)c1)c1ccc(-c2ccccc2)cc1	-3	1	-1	-28	4	4	-46	-36	1	-118
Cc1cc(=O)oc2cc(OCC(=O)NCCN3CCOCC3)c(Cl)cc12	-1	7	0	-7	5	2	1	18	2	-15
O=C(Nc1ccc(-c2cscn2)cc1)C1CCCN(Cc2ccc(CO)o2)C1 (stereo not drawn)	1	-6	12	-4	-5	-7	0	7	-2	-20
CCOC(=O)C1CCCN(Cc2sccc2C)C1 (stereo not drawn)	-1	0	-3	-3	-9	1	7	4	-1	-27
CC1(C)C2C(Cl)(Cl)C2(C)c2ccccc2N1C=O (stereo not drawn)	-2	2	.	-6	-4	2	18	-24	1	-14
O=C(CCC(NC(=O)OCc1ccccc1)C(=O)OCC(=O)N1CCCCC1)OCC(=O)N1CCCCC1 (stereo not drawn)	-1	-2	2	-5	-1	1	8	10	2	-43
Cc1ccc(/C=N/NC(=O)c2nn(C)cc2Cl)cc1	0	-3	-1	14	53*	-1	-108	-1	-6	-46

Continuation.
SMILES	GSK3 alpha inh	IEC-6 tox	DYRK1A inh	HSF1 inh	Platelet DG rel	HSP90 refold inh	aSyn UTR inh	HSF1 activator	GSK3B inh	KLF5 inhibitor
COc1ccccc1/C=N/NC(=O)c1ccc(=O)n(C)c1	1	-7	-2	-2	3	1	-24	-1	-2	-33
CC(=O)Cn1ncc(N2CCCCC2)c(Cl)c1=O	.	3	-5	1	7	-1	-80	11	-28	-55
CCCN(c1ccc(OCC)cc1)S(=O)(=O)c1ccc2c(c1)CCN2C(=O)CCC(=O)O	-1	-3	3	9	11	1	7	14	-2	10
Cc1cc(C(C)(C)C)oc1C(=O)N(CC(=O)NC1CCCC1)Cc1ccccc1Cl	-4	0	-5	3	0	2	-7	1	-2	3
O=C1NC(c2ccc3c(c2)OCO3)Nc2ccccc21 (stereo not drawn)	0	2	6	10	11	-1	-180	48	3	-15
CCN1CCN(C(=O)C2CCC(=O)N(CCCN3CCCC3=O)C2)CC1 (stereo not drawn)	-1	-4	-2	0	6	-5	-18	-24	3	-15
O=C(NNC(=O)c1ccccc1Br)c1ccccc1Cl	-1	-1	1	8	14	-1	-24	10	1	-25
CCOc1ccc(C(=O)Nc2ccc(NC(=O)c3ccccc3)cc2)cc1Br	0	-6	.	-5	-3	-2	2	2	-2	-54
CCc1cccc2c(C(=O)CSc3nncn3-c3ccc(OC)cc3)c[nH]c12	2	-6	0	3	-1	2	-5	11	-1	-6
COc1ccc(C2CC(c3ccccc3)=NN2C(=O)COC(=O)/C=C/c2ccc(O)c(OC)c2)cc1 (stereo not drawn)	-5	-4	6	13	8	6	0	15	2	0
CSc1ccc(-c2nc(CSCC(=O)NCCCN3CCCC3=O)c(C)o2)cc1	-1	-2	-4	7	-1	3	15	-22	1	-28
O=C1C(C=NCCCN2CCCC2=O)=C(O)c2ccccc21	4	-8	15	0	4	-5	-113	14	-4	-85
CCOc1ccc(-c2c(C(=O)N/N=C(\C)c3ccncc3)nnn2-c2nonc2N)cc1	2	-1	8	-7	-1	-3	-1	-4	0	-20
Cc1cccc(NC(=O)CS(=O)CC(=O)Nc2cnc3ccccc3c2)c1C (stereo not drawn)	1	4	3	9	-6	-2	3	44	0	-1
COC(=O)C(C)Sc1n[nH]c(=S)s1 (stereo not drawn)	-3	-4	2	5	-4	-1	-8	13	-2	-20
CCS(=O)(=O)Nc1cccc(-c2nc3cccnc3s2)c1	1	-2	.	7	-2	-5	-62	5	2	-99
Cc1noc(N)c1C1(O)C(=O)N(C(C)C)c2ccccc21 (stereo not drawn)	-1	-1	-8	7	-6	5	8	22	-1	-1
O=C(NC1CC1)C1=C[C@H](C2CCCCC2)C[C@H](OCCCCO)O1	-1	.	.	-3	7	.	15	-18	2	.
CCO/N=C(/C)c1c(O)c(C)c(-c2ccccc2)n(-c2ccccc2)c1=O	-5	3	20	-6	-19	0	-6	-15	-1	-6
COc1ccc(-c2noc(N3CCC(C(=O)NCCCN4CC(C)CC(C)C4)CC3)n2)cc1 (stereo not drawn)	-2	14	.	-77*	7	0	-16	-82	2	-26
Cc1cccc(NC(=O)CCSc2nncn2C)c1	0	-9	2	-4	-2	2	-40	1	0	-17
COc1ccc(OC)c(Nc2ccc(C(=O)O)cc2[N+](=O)[O-])c1	-6	-12	-1	-3	-4	2	-1	17	2	0
CC(=O)c1cccc(CN2CCC(C(=O)Nc3ccc(Oc4cccnc4)cc3)CC2)c1	3	0	2	1	1	3	15	-10	-1	-15
CCOC(=O)COc1nc(C)c(Br)c(OC)n1	-1	2	6	-4	-5	6	-14	7	-1	-15
COCCCNC(=O)c1ccccc1NS(=O)(=O)c1ccc(C)cc1	2	4	13	4	3	2	3	20	-9	-16

The list goes on.
SMILES	GSK3 alpha inh	IEC-6 tox	DYRK1A inh	HSF1 inh	Platelet DG rel	HSP90 refold inh	aSyn UTR inh	HSF1 activator	GSK3B inh	KLF5 inhibitor
O=C(CN1C(=O)c2ccccc2C1=O)Nc1ccc2c(c1)OCO2	-1	0	-1	-6	-4	1	-15	2	3	-23
Cc1ccc(OCC(=O)c2ccc3c(c2)CCCC3)cc1C	-1	3	4	-4	2	2	-84	8	-2	-28
Cc1ccc(S(=O)(=O)N(CC(=O)O)Cc2ccccc2)cc1	-1	4	0	-1	4	5	13	8	1	-14
CC(=O)Nc1cccc(C(=O)OCc2ccc([N+](=O)[O-])cc2)c1	0	1	29	16	3	-5	0	17	3	5
CC(=O)Nc1sc(N/N=C\c2ccco2)nc1-c1cccs1	-2	-8	-3	0	5	0	-36	-6	-1	-18
CC(C)CCN1CCN(CCCc2ccccc2)CC1CCO (stereo not drawn)	-4	-5	0	-3	-3	-2	-9	3	1	-25
O=c1oc2cc(O)ccc2cc1S(=O)(=O)c1ccccc1	-3	-1	.	17	-9	-2	2	?	-1	-12
O=C(COC(=O)c1cc(=O)[nH]c2ccccc12)c1ccc(Br)cc1	2	-4	-1	1	1	-1	-16	15	-2	-28
O=C(C1CCCN1S(=O)(=O)c1cccc2cccnc12)N1CCN(c2ccccc2)CC1 (stereo not drawn)	-3	0	-7	0	3	1	17	6	-1	3
CCCN(S(=O)(=O)c1ccccc1F)S(=O)(=O)c1ccccc1Br	-2	-3	4	-2	-1	3	-12	1	-1	-8
O=C(CCNS(=O)(=O)c1ccc(OC(F)(F)F)cc1)N1CCN(S(=O)(=O)c2cccc(F)c2)CC1	-3	.	3	15	0	.	32	40	-1	.
CCOC(=O)c1c(Nc2ccccc2)sc(/C=C2\C=Nc3ccccc32)c1O	7	4	8	1	1	4	13	1	0	-40
O=C(Nc1cccnc1)/C(N=Nc1ccc(Cl)c(C(F)(F)F)c1)=C(\O)c1ccccc1	0	-1	0	-12	-7	-5	23	17	2	-9
CCOc1ccc(N(C)C(=O)CCc2nnc3ccc(N4CCCCC4)nn23)cc1	4	0	.	-1	19	-3	14	0	1	-13
COc1ccc(CCN2CCCC(CN(C)Cc3cc(Cl)c(O)c(OC)c3)C2)cc1 (stereo not drawn)	-1	1	7	-4	-4	-2	2	-12	-4	-12
CCOc1ccc2nc(N(CCN(CC)CC)C(=O)c3ccc([N+](=O)[O-])cc3)sc2c1	-1	4	-2	3	10	-3	7	-13	2	-25
CCC(=O)N1N=C(c2cccs2)CC1c1ccco1 (stereo not drawn)	2	-3	-4	-1	5	6	11	-11	4	-2
CCCNC(=O)c1ccc2c(=O)c(O)c(-c3ccc(Cl)c([N+](=O)[O-])c3)[nH]c2c1	0	.	-1	-3	23	.	51	-12	2	.
CCOC(=O)N1CCN(C(=O)c2ccc3ccccc3c2)CC1	-5	1	-5	-1	3	-1	7	18	0	2
COc1ccc(CNS(=O)(=O)c2cc3c(cc2Cl)NC(=O)CO3)cc1	3	2	2	-1	-6	-1	-15	5	3	-20

Laid out differently: results already given.
Second line of a record – GSK3 alpha inh | IEC-6 tox | DYRK1A inh | HSF1 inh | Platelet DG rel | HSP90 refold inh | aSyn UTR inh | HSF1 activator | GSK3B inh | KLF5 inhibitor
COc1ccccc1/C=N/NC(=O)c1ccc(=O)n(C)c1
 : 1 | -7 | -2 | -2 | 3 | 1 | -24 | -1 | -2 | -33
CC(=O)Cn1ncc(N2CCCCC2)c(Cl)c1=O
 : . | 3 | -5 | 1 | 7 | -1 | -80 | 11 | -28 | -55
CCCN(c1ccc(OCC)cc1)S(=O)(=O)c1ccc2c(c1)CCN2C(=O)CCC(=O)O
 : -1 | -3 | 3 | 9 | 11 | 1 | 7 | 14 | -2 | 10
